# High-throughput results (PubChem)
# HADH2 inhib: qHTS Assay for Inhibitors of HADH2 (Hydroxyacyl-Coenzyme A Dehydrogenase, Type II) | 73,000 compounds, 3.4% hits | Potency, µM (doses to about 57.1 µM), for inactives: top-dose activity change, negative = inhibition, usual class: inhibitors | AID 886, 2007 | 3-hydroxyacyl-CoA dehydrogenase type-2 (Homo sapiens), Q99714 | recombinant HADH2, NADH fluorescence, beta-hydroxybutyryl-CoA; also: potency is read from the fitted curve at half-maximal effect; % is scaled to controls: 0 for no effect and ±100 for the full control effect; nearly all actives have a fitted effect of over 60% in size; many of its hits are not listed in these tables
#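 Activity measured as NADH fluorescence gain (360/450 nm), taken as the change between first and last reads of a 4-min kinetic run. Conditions: pH 9.0 Tris buffer, 20 nM E. coli-expressed His-tagged enzyme, 1 mM NAD+, 90 uM beta-hydroxybutyryl-CoA; 15-min compound preincubation.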
# USP2a inhib: qHTS Assay for Inhibitors of Ubiquitin-specific Protease USP2a | 60,000 compounds, 0.1% hits | Potency, µM (doses to about 38.3 µM), inactives show at the highest dose activity change, negative = inhibition, most hits filed as inhibitors | AID 927, 2007 | USP2a enzymatic assay, qHTS inhibition | Ubiquitin carboxyl-terminal hydrolase 2 (Homo sapiens), O75604;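 also: potency is read from the fitted curve at half-maximal effect; nearly all actives have a fitted effect of over 60% in size; plate controls were DMSO for no effect and NEM full inhibition control for full effect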
# Target sequence (O75604 whole entry, looked up): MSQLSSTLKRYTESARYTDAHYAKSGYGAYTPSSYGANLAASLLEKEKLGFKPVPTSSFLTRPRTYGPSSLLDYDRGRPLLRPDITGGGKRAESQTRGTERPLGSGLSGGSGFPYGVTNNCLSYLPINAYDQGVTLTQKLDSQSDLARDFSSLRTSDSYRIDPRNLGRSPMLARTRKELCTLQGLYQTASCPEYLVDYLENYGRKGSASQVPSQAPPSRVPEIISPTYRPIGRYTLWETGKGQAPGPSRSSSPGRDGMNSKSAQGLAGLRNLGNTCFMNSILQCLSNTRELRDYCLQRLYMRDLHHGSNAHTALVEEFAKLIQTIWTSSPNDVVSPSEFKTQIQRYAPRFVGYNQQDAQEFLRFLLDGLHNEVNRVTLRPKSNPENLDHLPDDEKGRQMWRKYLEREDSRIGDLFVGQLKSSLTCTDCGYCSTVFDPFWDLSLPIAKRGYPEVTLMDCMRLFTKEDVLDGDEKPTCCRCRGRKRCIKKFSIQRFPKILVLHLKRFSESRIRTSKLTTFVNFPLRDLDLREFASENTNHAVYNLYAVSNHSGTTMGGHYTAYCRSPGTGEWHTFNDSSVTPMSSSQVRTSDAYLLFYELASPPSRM
#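 USP2 core (20 nM final) was preincubated with compound for 30 min at RT in 20 mM Tris-HCl pH 8.0, 2 mM CaCl2, 2 mM beta-mercaptoethanol; Ub-PLA2 (20 nM) plus NBD C6-HPC (20 uM) then added, fluorescence read after 2.5 h.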
# Casp7 inh: qHTS Assay for Allosteric/Competitive Inhibitors of Caspase-7. Potency, µM (top dose mostly 57.5 µM), for the others: top-dose activity change, negative = inhibition, usual class: inhibitors. recombinant caspase-7, Ac-DEVD-AFC fluorescence rate. 75,000 compounds, 0.02% hits. P55210; active = well fitted inhibition curve with a large enough effect in the main read-out, with a control signal flat, not every such curve was filed as active; inconclusive = small, poorly fitted or top-dose-only effect, or a change in a side signal; also: potency is read from the fitted curve at half-maximal effect; % of control where 0% means no effect
# Target sequence (P55210 24-198 limits assumed): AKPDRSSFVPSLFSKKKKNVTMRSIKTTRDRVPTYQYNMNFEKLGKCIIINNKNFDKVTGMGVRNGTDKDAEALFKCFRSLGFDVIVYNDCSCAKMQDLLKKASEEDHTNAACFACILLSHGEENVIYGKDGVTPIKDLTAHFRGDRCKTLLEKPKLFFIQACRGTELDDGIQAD
# Target sequence (P55210 207-303 limits assumed): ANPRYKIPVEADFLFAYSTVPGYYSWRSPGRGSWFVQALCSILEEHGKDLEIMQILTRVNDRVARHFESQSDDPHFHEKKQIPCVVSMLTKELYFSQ
# BRCT inh green: qHTS Assay for Inhibitors of BRCT-Phosphoprotein Interaction (Green Fluorophore); Breast cancer type 1 susceptibility protein (Homo sapiens), P38398; BRCA1 BRCT-phosphopeptide binding, green fluorescence polarization; Potency, µM (top dose mostly 76.9 µM), inactives show top-dose activity change, negative = inhibition, hits mostly inhibitors; 75,000 compounds, 0.05% hits; AID 875, 2007;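 also: potency is read from the fitted curve at half-maximal effect; plate controls were peptide without protein for full effect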
#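 Compounds were incubated for 12 min at room temperature with a complex of 100 nM fluorescein-tagged pBACH1 decapeptide and 250 nM His-tagged BRCT protein. Buffer was phosphate pH 7.3 with EDTA, DTT and Tween 20. Disruption of binding lowers the polarization signal.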
# HEK293 cAMP cs: qHTS Assay for Agonists of the Thyroid Stimulating Hormone Receptor: Activators of Intracellular cAMP Concentrations in Parental HEK 293; AID 938, 2007; Potency, µM (top dose mostly 57.1 µM), inactives show top-dose activation, hits mostly activators; parental HEK293 CNG cAMP sensor, membrane potential fluorescence; 73,000 compounds, 2.5% hits; also: potency is read from the fitted curve at half-maximal effect; % of control where 0% means no effect; nearly all actives have a fitted effect of over 55% in size
#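 Parental HEK 293 cells stably expressing a cAMP-gated CNG channel were loaded with membrane potential dye containing 100 uM RO 20-1724 for 60 min. Compound added for 30 min; depolarization read as fluorescence intensity at 590 nm.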
# ALOX15 inhib: qHTS Assay for Inhibitors of 15-hLO (15-human lipoxygenase). Potency, µM (doses to about 57.1 µM), without a hit: top-dose activity change, negative = inhibition, actives largely listed as inhibitors. AID 887, 2007. purified 15hLO-1, xylenol orange hydroperoxide absorbance. 74,000 compounds, 1.4% hits. Polyunsaturated fatty acid lipoxygenase ALOX15 (Homo sapiens), P16050; also: potency is read from the fitted curve at half-maximal effect; % is scaled to controls: 0 for no effect and ±100 for the full control effect; nearly all actives have a fitted effect of over 55% in size
#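 Compounds were preincubated 15 min at room temperature with 40 nM purified human enzyme (25 mM Hepes pH 7.5, 0.01% Triton X-100); 50 uM arachidonic acid reacted 6 min. Fe-xylenol orange detection, 30 min, absorbance ratio 573/405 nm.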
# Tau filament bind: qHTS Assay for Tau Filament Binding; Potency, µM (top dose mostly 57.1 µM), inactives show at the highest dose activity change, negative = inhibition; Microtubule-associated protein tau (Homo sapiens), P10636; 71,000 compounds, 2% hits; recombinant tau filaments, thioflavin S fluorescence, 15 h; filaments grown with octadecylsulfate alongside compound; AID 596, 2007;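 also: potency is read from the fitted curve at half-maximal effect; % is scaled to controls: 0 for no effect and ±100 for the full control effect; actives lower thioflavin S fluorescence by blocking filaments or displacing dye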
#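 His-tagged recombinant human tau (exons 2, 3 and 10 included), 1 uM, was induced to fibrillize by 30 uM sodium octadecylsulfate with compound present. After 15 h at 37 C, thioflavine S fluorescence (ex 450, em 510 nm) was read.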
# BRCT PPI red: qHTS Assay for Inhibitors of BRCT-Phosphoprotein Interaction (Red Fluorophore) | Breast cancer type 1 susceptibility protein (Homo sapiens), P38398 | BRCT-phosphopeptide binding, red fluorescence polarization | Potency, µM (series often up to 76.9 µM), without a hit: at the top dose activity change, negative = inhibition, actives largely listed as inhibitors | 75,000 compounds, 0.03% hits | AID 892, 2007; also: % is scaled to controls: 0 for no effect and ±100 for the full control effect
#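 Fluorescence polarization: 100 nM His-tagged BRCA1 BRCT with 100 nM TAMRA-labelled phospho-BACH1 decapeptide, phosphate buffer pH 7.3 with 150 mM NaCl, DTT, 0.01% Tween 20; 12 min RT. Binding inhibition seen as FP decrease.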
# Caspase-1 inhib: qHTS Assay for Allosteric/Competitive Inhibitors of Caspase-1 | Caspase-1 enzyme, Ac-WEHD-AFC fluorogenic rate | Potency, µM (top dose mostly 57.5 µM), inactives show at the top dose activity change, negative = inhibition, most hits filed as inhibitors | 75,000 compounds, 0.03% hits;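 also: potency is read from the fitted curve at half-maximal effect; plate controls were vehicle for no effect and no substrate for full effect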
# Pol III holo inh: qHTS Assay for Inhibitors of DNA Polymerase III Holoenzyme System; reconstituted DNA polymerase III holoenzyme replication, biochemical; Potency, µM (doses to about 57.1 µM), for the others: top-dose activity change, negative = inhibition; 71,000 compounds, 0.25% hits; also: potency is read from the fitted curve at half-maximal effect; % is scaled to controls: 0 for no effect and ±100 for the full control effect
#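 Reconstituted *E. coli* holoenzyme (0.35 nM Pol III, 1 nM beta, 154 nM SSB, 2 nM primase) was preincubated with compound for 15 min at RT. Synthesis on 1.4 nM ssM13Gori ran 35 min, then was stopped with PicoGreen/EDTA and read as dsDNA fluorescence.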
# Rhodamine fluor: qHTS Assay for Spectroscopic Profiling in Rhodamine Spectral Region | Rhodamine-region fluorescence, 547/598 nm, Tris buffer; hits give high values | 59,000 compounds, 0.05% hits | max dye-equivalent concentration, M; in the data active = max dye-equivalent concentration above about 11 nM; inconclusive = between about 1.1 nM and that limit
#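 Read-out is relative fluorescence at 547 nm excitation and 598 nm emission, expressed as dye-equivalent concentration using rhodamine standards on every plate. Each compound was profiled across a concentration series after 15 min in 100 mM Tris, pH 8.0.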
# * hit, by the source's call; i = inactive; ? = inconclusive; . = no result given; [ ] = remark or other dose. Unless noted, calls follow the shape of the dose curve; as a rule, active = well fitted curve in the direction sought with a large enough effect; inconclusive = small, poorly fitted or top-dose-only effect, or another doubt; inactive = no such curve, though single readings can be large; an effect the other way counts as inactive or inconclusive. Only part of the results is shown, so the mix of outcomes need not match the whole.
SMILES,HADH2 inhib,USP2a inhib,Casp7 inh,BRCT inh green,HEK293 cAMP cs,ALOX15 inhib,Tau filament bind,BRCT PPI red,Caspase-1 inhib,Pol III holo inh,Rhodamine fluor
CN(C)Cc1c(O)ccc2occ(C(=O)c3ccccc3)c12,-9.1%,-2.2%,-0.9%,4.9%,?,2.0%,-24.6%,-0.4%,-2.3%,-2.9%,i
CNC(=O)CSc1nnc(-c2ccco2)n1-c1ccccc1OC,4.0%,-6.5%,6.5%,-1.1%,-4.0%,5.9%,2.9%,-0.7%,3.5%,-4.3%,i
CCn1c(SCc2nc3ccccc3c(=O)[nH]2)nnc1-c1cccnc1,3.0%,0.9%,0.8%,0.1%,2.6%,1.1%,-3.0%,-1.0%,-0.3%,0.9%,i
COC(=O)c1ccc(OC(=O)c2ccccn2)cc1,-9.0%,-7.1%,0.0%,-2.2%,-15.7%,1.6%,8.7%,-3.0%,-0.7%,0.0%,i
Cc1ccc2nc(C(O)C(O)c3nc4ccc(C)cc4[nH]3)[nH]c2c1 (stereo not drawn),11.3%,155.5%[activator],-8.0%,-1.3%,-0.1%,15.4%,?,-2.1%,-1.0%,-4.3%,i
Cc1csc(N(C)C(=O)CSc2nnc(COc3ccccc3C)o2)n1,7.9%,10.3%,1.1%,-0.2%,26.3%,4.2%,1.6%,-1.1%,0.8%,-2.8%,i
COc1ccccc1CCn1c(=O)c(-c2cc(F)cc(F)c2)nc2cncnc21,6.9%,105.5%[activator],0.6%,6.6%,?,?,-17.2%,-3.4%,-7.8%,-3.4%,i
CCOc1ccccc1NC(=O)CSc1nnc(-c2ccccn2)n1Cc1ccco1,?,-2.8%,-1.6%,-1.1%,-0.1%,2.7%,96.0%,0.3%,-1.8%,-6.3%,i
COC(=O)c1ccccc1NC(=O)CSc1nnc(C(CO)NC(=O)c2ccccc2)n1C (stereo not drawn),11.1%,3.0%,0.0%,0.0%,7.0%,-1.2%,-13.9%,0.6%,2.4%,4.6%,i
COCCn1c(SCCCc2ccccc2)nc2c1c(=O)[nH]c(=O)n2C,-21.9%,5.1%,-0.6%,0.3%,4.2%,-10.4%,17.0%,-1.4%,0.9%,-3.3%,i
CCc1nnc(NC(=O)CSc2nnc(-c3ccccc3O)n2-c2ccc(C)cc2C)s1,-17.9%,54.6%[activator],-6.0%,-2.2%,20µM*,?,98.5%,-1.2%,-5.2%,2.7%,i
CCCc1cc(=O)[nH]c(SCC(=O)c2cc(C)n(C(C)COC)c2C)n1 (stereo not drawn),-2.3%,-10.0%,-1.3%,-3.9%,-3.3%,-29.9%,-16.0%,-6.9%,-0.6%,-1.9%,i
COc1ccc(N=Cc2c(O)[nH]c3ccccc23)cc1OC,-5.6%,9.2%,-11.3%,-2.0%,-9.2%,-11.7%,12.6µM*,0.4%,-7.7%,-2.3%,i
COc1ccc(S(=O)(=O)N2CCc3ccccc32)cc1C(=O)OCc1nnc(-c2ccccc2)o1,8.1%,34.3%[activator],-2.2%,-0.7%,15.1%,-4.0%,i,-2.3%,-0.8%,0.2%,i
COc1ccc(C)cc1NC(=O)CSc1nnc(-c2cc3cccc(OC)c3o2)n1N,11.9%,22.8%,4.7%,0.0%,15.8µM*,-5.5%,57.0%,0.0%,1.3%,-4.5%,i
COCCNc1nc(-c2ccc(N(C)C)cc2)nc2ccccc12,?,16.3%,-8.8%,-1.8%,-63.2%[inhibitor],-18.8%,i,-0.9%,-5.5%,-8.1%,i
NC(=O)CSc1nnc(Cn2c(=O)sc3ccccc32)n1-c1ccccc1,3.8%,.,-1.1%,0.0%,6.5%,1.1%,20.9%,-1.8%,-0.7%,-9.2%,.
CC(=O)OCC(=O)[C@@]12OC(C)(C)O[C@@H]1C[C@H]1[C@H]3C[C@H](F)C4=CC(=O)C=C[C@@]4(C)[C@]3(F)[C@H](O)C[C@@]12C,5.7%[25.6 µM],3.4%[17.1 µM],0.0%[25.7 µM],0.1%[34.4 µM],-1.0%[25.6 µM],17.3%[25.6 µM],-24.5%[25.6 µM],-0.7%[34.4 µM],-0.4%[25.7 µM],-5.6%[25.6 µM],i
CCN(CC)c1ccc(-c2nc3cnccc3n2C)cc1,-15.8%,13.3%,-2.0%,-3.3%,-4.6%,15.1%,13.8%,-1.2%,-2.4%,-10.9%,i
O=C(CN1CCN(Cc2ccccc2Cl)C1=O)N1CCCCCC1,5.7%,0.6%,0.4%,-0.7%,29.5%,16.2%,15.2%,-0.1%,1.4%,1.9%,i
O=C(CCC1N=C2c3ccccc3N=C(SCc3cccc(Cl)c3)N2C1=O)NCc1ccco1 (stereo not drawn),-27.2%,48.6%[activator],-5.4%,0.7%,?,-6.6%,-14.2%,-0.2%,-5.9%,-1.4%,i
CC(C)CN(C#N)c1nc(N2CCOCC2)nc(N2CCOCC2)n1,8.4%,11.5%,0.4%,-0.5%,9.9%,-10.8%,-2.8%,-2.7%,2.6%,-2.9%,i
Cc1cc(-c2nnco2)c(C)n1-c1ccccc1,6.7%,1.2%,-2.2%,-0.8%,20µM*,-3.6%,16.8%,1.0%,0.4%,-3.9%,i
CN(CCC#N)C(=O)COC(=O)c1ccc(Cl)c(S(N)(=O)=O)c1,3.0%,-9.6%,-0.5%,-1.3%,5.1%,11.7%,0.5%,0.9%,1.1%,6.3%,i
C=CC[C@@H]1C=C[C@@H](O/N=C(/C)CCC(=O)OC[C@@H]2O[C@H](C#Cc3ccccc3)C=C[C@@H]2Oc2ccc(C)cc2)[C@@H](CO)O1,6.2%[11.4 µM],.,0.3%[11.5 µM],0.7%[15.4 µM],3.2%[11.4 µM],2.8%[11.4 µM],.,0.2%[15.4 µM],-6.3%[11.5 µM],.,.
SMILES,HADH2 inhib,USP2a inhib,Casp7 inh,BRCT inh green,HEK293 cAMP cs,ALOX15 inhib,Tau filament bind,BRCT PPI red,Caspase-1 inhib,Pol III holo inh,Rhodamine fluor
CCCCC(c1nnnn1C1CCCC1)N1CCN(C2CCCCC2)CC1 (stereo not drawn),5.0%,6.1%,1.2%,0.4%,2.51µM*,-34.8%,17.1%,-5.9%,-0.5%,-4.7%,i
C=CCn1c(N2CCCCCC2)nc2c1c(=O)[nH]c(=O)n2C,4.1%,-3.8%,-1.4%,-4.0%,-7.5%,0.6%,4.5%,-1.4%,1.9%,-1.4%,i
O=C(CCNS(=O)(=O)c1cccc2nonc12)NCc1cccs1,-5.1%,-5.9%,0.1%,-1.5%,1.6%,5.3%,-0.3%,1.5%,2.3%,1.6%,i
CC(OC(=O)c1ccncc1)C(=O)Nc1cccc(Cl)c1 (stereo not drawn),12.1%,2.7%,-0.7%,1.6%,11.4%,4.2%,1.6%,0.0%,3.2%,-2.2%,i
N[C@@H](C(=O)O)[C@H](CC(=O)O)c1ccc(Cl)cc1,1.5%,.,-3.1%,1.0%,2.4%,1.3%[25.6 µM],?,-2.9%,-0.1%,-3.7%,.
COCCCn1c(SCC(=O)N2CCCCC2C)nnc1-c1ccco1 (stereo not drawn),6.9%,8.6%,-0.3%,0.3%,-9.4%,3.2%,8.6%,0.7%,0.3%,1.1%,i
CC(=O)Nc1c(O)nc(SCC(=O)Nc2ccc(C(C)=O)cc2)[nH]c1=O,-9.1%,-0.2%,1.4%,1.8%,5.9%,0.6%,-6.7%,-1.7%,0.6%,-7.7%,i
